Screening data deposited in PubChem by National Center for Advancing Translational Sciences (NCATS).
DRD3 antagonist: D3 dopamine receptor (human) antagonism. P35462. D3R cells, DiscoveRx beta-arrestin luminescence, antagonist mode; hits give low values. AID 652054. max response, negative = inhibition, %. 360,000 tested, 2.5% active; in the data active means max response below about -50%; inconclusive means no clear call, values can overlap the other calls; further: on the % scale 0 is the no-effect control and ±100 the full control effect; mostly tested at two doses, the higher about 12 µM
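Cells plated overnight at 1500 cells/well, then exposed to library compounds with dopamine controls for 90 minutes at 37 degrees C. DiscoveRx reagent added for 30–60 minutes at room temperature; luminescence read, quantitative HTS format.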
GLP1R cytotox: cytotoxic in the GLP-1 receptor inverse agonist counter-screen; 410,000 tested, 0.13% active; Potency, µM (doses to about 38.3 µM), inactives show top-dose activity change, negative = inhibition, most hits filed as inhibitors; HEK293 cAMP-luciferase reporter cells, luminescence, 24 h;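 further: loss of luciferase light is scored as toxicity; potency means the concentration at half of the fitted maximal effect; on the % scale 0 is the no-effect control and ±100 the full control effect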
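To flag toxic compounds, the library was rerun on cells for 24 hr at 37 deg C and 5% CO2. Viability-linked luminescence was captured 12 min after adding luciferase detection reagent.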
PI5P4K alpha inh: inhibitors of human PI5P4K alpha | AID 652105 | PI5P4Kalpha enzyme, ADP-Glo luminescence, 60 min; hits give low values | 330,000 tested, 1.2% active | max response, %; active means max response of -50% or lower; inconclusive means between -30% and -50%; inactive means -30% or higher; further: value at the top dose of about 77 µM; on the % scale 0 is the no-effect control and ±100 the full control effect
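qHTS, 1536-well: enzyme/substrate mix, compound by pin tool, 5 microM ATP final; RT 60 min; ADP-Glo reagents 1 (45 min) then 2 (30 min); luminescence.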
GLP1R inv ag: acts as inverse agonist at human GLP-1 receptor; P43220; HEK293 GLP-1R CRE-luciferase, luminescence, 24 h; GLP-1R form is constitutively active; AID 624417; 410,000 tested, 1.6% active; Potency, µM (titrated, usually from 38.3 µM), for the others: at the highest dose activity change, negative = inhibition, usual class: inhibitors; further: potency means the concentration at half of the fitted maximal effect; on the % scale 0 is the no-effect control and ±100 the full control effect; nearly all actives have a fitted effect of over 55% in size
Target sequence (P43220 whole entry, looked up): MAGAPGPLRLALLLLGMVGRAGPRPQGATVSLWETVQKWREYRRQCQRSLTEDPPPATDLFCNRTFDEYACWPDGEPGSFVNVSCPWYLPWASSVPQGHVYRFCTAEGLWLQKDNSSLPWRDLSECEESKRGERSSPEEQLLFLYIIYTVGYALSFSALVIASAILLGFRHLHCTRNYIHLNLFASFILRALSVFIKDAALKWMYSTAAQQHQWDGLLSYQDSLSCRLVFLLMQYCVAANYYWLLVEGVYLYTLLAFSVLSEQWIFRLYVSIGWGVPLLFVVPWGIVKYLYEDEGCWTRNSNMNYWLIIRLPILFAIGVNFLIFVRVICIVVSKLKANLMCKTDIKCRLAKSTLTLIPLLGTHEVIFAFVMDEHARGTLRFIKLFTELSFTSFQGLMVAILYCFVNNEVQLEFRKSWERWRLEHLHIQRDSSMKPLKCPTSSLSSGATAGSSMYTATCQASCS
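Inverse agonism was detected as reduced cAMP-driven luciferase luminescence after 24 h compound treatment. The cells were HEK293 clones expressing constitutively active human GLP-1R with the reporter. Reporter-only and GPR119 cell lines served as counterscreen controls.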
PLK1 PBD block: PLK1 (human) polo-box domain binding inhibition; AID 720504; P53350; Potency, µM, for inactives: max response, negative = inhibition, usual class: inhibitors; Plk1 PBD binding of FITC phosphopeptide, fluorescence polarization; 360,000 tested, 2.8% active; further: potency means the concentration at half of the fitted maximal effect; series mostly up to about 57 µM; on the % scale 0 is the no-effect control and ±100 the full control effect; nearly all actives have a fitted effect of over 65% in size
Target sequence (P53350 whole entry, looked up, the tested form may be a part): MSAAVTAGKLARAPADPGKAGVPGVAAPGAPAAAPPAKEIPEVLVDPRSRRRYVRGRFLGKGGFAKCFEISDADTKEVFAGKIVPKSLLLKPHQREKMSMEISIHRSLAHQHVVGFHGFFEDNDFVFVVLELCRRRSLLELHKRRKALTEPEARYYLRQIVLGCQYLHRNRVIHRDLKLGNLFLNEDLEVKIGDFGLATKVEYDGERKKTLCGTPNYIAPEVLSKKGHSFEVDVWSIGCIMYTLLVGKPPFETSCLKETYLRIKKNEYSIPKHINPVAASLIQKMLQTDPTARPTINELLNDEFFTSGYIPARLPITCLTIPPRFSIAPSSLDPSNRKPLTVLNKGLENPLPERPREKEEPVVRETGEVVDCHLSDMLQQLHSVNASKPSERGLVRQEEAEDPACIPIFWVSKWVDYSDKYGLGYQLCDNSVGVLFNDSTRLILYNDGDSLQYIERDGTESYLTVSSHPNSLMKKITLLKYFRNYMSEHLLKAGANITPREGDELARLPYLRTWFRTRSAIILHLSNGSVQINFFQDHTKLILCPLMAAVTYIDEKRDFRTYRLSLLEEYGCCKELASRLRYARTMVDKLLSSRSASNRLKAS
DRD3 agonist: activates the human D3 dopamine receptor; D3R DiscoveRx beta-arrestin cells, luminescence, 90 min; max activation, %; 410,000 tested, 0.58% active; AID 652048; P35462; in the data active means max activation above about 30%; further: 0% is about no effect; mostly tested at two doses, the higher about 12 µM
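Agonist-mode cell screen: cells plated at 1500/well and incubated overnight at 37 °C, then exposed to library compounds for 90 min at 37 °C. Detection reagent was added for 30–60 min at room temperature, and luminescence was read.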
IL2 activator: activators of IL-2; IL-2 activation reporter assay, cell-based qHTS; stimulated with anti-CD3/CD4/CD28 beads; in transgenic mouse T cells; activation, % (series mostly up to about 46 µM); 360,000 tested, 0.065% active; AID 652025; in the data active means activation above about 50%; inconclusive means mostly about 30% to 49%; further: 0% is about no effect
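Unstimulated transgenic mouse T cells preincubated 60 min with compound, then stimulated with anti-CD3/anti-CD4-coated beads plus anti-CD28 for 18 h at 37 degrees C. IL-2 response read as EGFP and DsRed fluorescence by plate cytometry.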
GLP-1R agonist: GLP-1 receptor (human) agonism. HEK293 GLP-1R CRE-luciferase, luminescence, 4-6 h; cells express a hypersensitive GLP-1R form. 380,000 tested, 0.007% active. AID 624172. Potency, µM (series often up to 45.6 µM), without a hit: at the top dose activation, hits mostly activators. P43220; further: potency means the concentration at half of the fitted maximal effect; % of control where 0% means no effect
WRN helicase inh: inhibitors of human WRN helicase. WRN helicase unwinding, fluorescent forked duplex, kinetic. Potency, µM (titrated, usually from 114 µM), without a hit: top-dose activity change, negative = inhibition, hits mostly inhibitors. 360,000 tested, 0.46% active; further: potency means the concentration at half of the fitted maximal effect; on the % scale 0 is the no-effect control and ±100 the full control effect; nearly all actives have a fitted effect of over 55% in size
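Kinetic red-fluorescence monitoring (525/598 nm) tracks WRN helicase activity after 100 nM fluorophore-quencher forked duplex and 2 mM ATP are added to 20 nM enzyme pretreated 15 min at room temperature with compound.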
* marks the source's active call; other numbers are inactive results; u = inconclusive; x = no result given; [ ] = dose if it differs, or a comment. Unless noted, the call rests on the fitted dose curve; in most records, active means well fitted curve in the direction sought with a large enough effect; inconclusive means small, poorly fitted or top-dose-only effect, or another doubt; inactive means no such curve, though single readings can be large; an effect the other way counts as inactive or inconclusive.

smiles,DRD3 antagonist,GLP1R cytotox,PI5P4K alpha inh,GLP1R inv ag,PLK1 PBD block,DRD3 agonist,IL2 activator,GLP-1R agonist,WRN helicase inh
c1cncc(N=c2scc(-c3cccc4ccccc34)n2CCCn2ccnc2)c1,10,-2%,-8,u,-13%,0,-0.3,-4%,-9%
COc1ccc(NC(=S)N2CCN(Cc3ccccc3)CC2)cc1,11,-2%[7.66 µM],-4,5%[7.66 µM],-9%,1,1.9,6%,-4%
O=C(N/N=C/c1ccc(OC(=O)c2ccccc2)cc1)c1cccc(O)c1,-18,12%,-12,u,-22%,-1,-0.2,3%,9%[57.1 µM]
CCN1CCCC1CNC(=O)C1c2ccccc2C(=O)N(CCOC)C1c1ccc(F)cc1 (centres undefined),2,-19%,x,0%,2%,-1,3.1,3%,-10%
COC(=O)CCCC[C@@H]1O[C@H](CCc2ccccc2)CC2=C1C(=O)OC(C)(C)O2,-15,1%,7,u,-2%,-4,-0.8,3%,-5%
CC(=O)N1CCN(CC(=O)Nc2sccc2C#N)CC1,-5,14%,-10,19%,24µM*,3,-0.9,5%,-7%
COC(=O)c1cc(=O)nc(NN=C2c3ccccc3-c3ccccc32)s1,0,-4%,-9,-21%,30µM*,-12,1.5,-4%,-13%
Cc1cccc(C(=O)Nc2nnc(-c3ccco3)o2)c1,4,u,-7,u,2%,-10,-1.8,-20%,-3%
COc1cccc(C(O)CC(N)=O)c1 (centres undefined),0,36%[activator],-2,-1%,-2%,-4,0.2,-1%,-7%
CCN(CCO)C(=O)CC1C(=O)NCCN1Cc1c(F)cccc1Cl (centres undefined),-5,140%[activator],1,-1%,-19%,-8,0.9,11%,3%
O=C(Cc1c(F)cccc1Cl)Nc1ccc(S(=O)(=O)N2CCOCC2)cc1,3,-10%,6,-8%,2%,0,-1.6,-12%,-15%
COC(=O)c1ccc(S(=O)(=O)NCc2ccccn2)n1C,-11,4%,1,7%,5%,0,2.2,0%,9%
CC(C)(C)[C@H]1C=C(C(=O)NC2CC2)O[C@@H](OCCCCO)C1,21,-11%,-3,-3%,-2%,0,0.8,7%,6%
CCCN(CCC)CCCNC(=S)Nc1ccc2nc(N3CCN(CC)CC3)cc(C)c2c1,-28,u,-7,u,2%,-6,1.8,14%,-15%
O=c1c2c(-c3cccs3)csc2ncn1/N=C/c1ccc(OC(F)F)cc1,u,21%,x,-2%,-6%,-24,-1.6,7%,-14%
N#CC1(NC(=O)COC(=O)c2ccc(-c3ccc(O)cc3)cc2)CCCCC1,0,1%,-2,-15%,0%,5,-0.3,-6%,-9%
CC1(C)COC(c2coc3ccccc3c2=O)OC1,15,0%,7,5%,-1%,1,-0.5,2%,-12%
CCOC(=O)C1(C)CCN1C(=O)c1ccccc1OC (centres undefined),9,6%,1,8%,3%,-6,0.2,-4%,-3%[57.1 µM]
C/C(=N\NC(=O)c1nnn(-c2nonc2N)c1-c1cccs1)c1ccc(O)cc1,-1,-21%,-3,7.9µM*,-2%,5,-2.2,-2%,-8%
CN(C(=O)c1ccc(NC(=O)Cc2ccc(NC(=O)C3CCN(C(=O)CCc4ccccc4)CC3)cc2)cc1)C1CCCC1,-3,-2%,-3,-15%,-5%,-4,0.4,9%,-2%
COc1ccc(Nc2nc3ccccc3nc2NS(=O)(=O)c2ccc(Cl)cc2)cc1OC,x,-15%,x,-29%,x,20,x,0%,x
Cc1ccc2oc(C(=O)NC3CCS(=O)(=O)C3)cc(=O)c2c1 (centres undefined),-13,4%,-4,-16%,0%,-3,-3.7,-6%,4%
O=[N+]([O-])c1ccc(O)c(N=Cc2sc3ccccc3c2O)c1,-83*,u,-13,u,0%,-26,-1.9,-3%,-27%
CCOc1ccc(CC(=O)Nc2c(C(=O)c3ccc(F)cc3)oc3ccc(Cl)cc23)cc1OCC,x,-2%,x,13%,x,3,x,0%,x
COc1ccc(NC(=O)c2cc3cc(C)ccc3n2C)c(OC)c1,13,0%,-7,30%,7%,14,-0.6,1%,5%
CCOc1ccc(-n2c(SCC(N)=O)nc3sc4c(c3c2=O)CCN(C)C4)cc1,-12,-10%,-8,-6%,-7%,-29,-2.4,-1%,13%
CC(C)C(C)NC(=O)COC(=O)C1CCN(S(=O)(=O)c2ccc3c(c2)OCCO3)CC1 (centres undefined),-17,9%,4,9%,-4%,-4,-3.8,0%,9%
COc1ccc(-c2nnc(N(C)C(=O)c3cccnc3)s2)cc1,14,-3%,-4,30%[activator],-8%,-2,-2.9,6%,1%
CC#CC(=O)N1CCCC(C(=O)c2ccc(SC)cc2)C1 (centres undefined),3,-5%,11,-15%,-10%,1,-0.2,-3%,2%
CCOC(=O)c1ccc(NC(=O)C(=O)NCc2ccncc2)cc1,4,6%,x,5%,-1%,0,2.8,4%,-22%
Fc1ccc(C(c2nnnn2Cc2ccccc2)N2CCSCC2)cc1 (centres undefined),7,4%,x,u,-1%,4,-1.3,0%,-7%
Cc1ccc(NC(=O)CCNS(=O)(=O)c2ccc(OC(F)(F)F)cc2)c(O)c1,5,2%,-8,-15%,-7%,2,0.2,-4%,-13%
Cc1ccc(N/C=C(\C#N)c2ccc(OCCCF)cc2)cc1,-8,-2%,-5,-25%,1%,1,6.3,0%,-13%
COc1ccc(S(=O)(=O)Nc2ccccc2C(=O)N2CCCCC2)cc1C,1,-4%,3,-5%,4%,-12,-0.5,-1%,5%
CCCC(=O)N(Cc1cc2ccccc2[nH]c1=O)c1ccccc1OC,-8,-12%,x,-19%,-7%,-22,0.3,8%,-8%
CN(C(=O)CSc1nnc(-c2ccc(F)cc2)c2ccccc12)C1CCS(=O)(=O)C1 (centres undefined),-3,-23%,u,-46%,u,0,-1.9,11%,-33%
O=C(OCc1ccccc1)N1CCC2CC1c1cc(N3CCN(S(=O)(=O)c4cccc5ccccc45)CC3)ccc12 (centres undefined),1,2%,-1,24%,6%,2,0.1,-2%,7%
COc1ccccc1Nc1c2c(nc3ccccc13)CCC2,0,u,-6,u,-9%,-3,-0.4,5%,24%
Cc1c(OC(C)C(=O)NCC(O)c2ccccc2)ccc2c3c(c(=O)oc12)CCC3 (centres undefined),-17,0%,1,88%[activator],-1%,-11,-3.7,11%,15%
CSCC[C@H](NC(=O)COc1cc2c(c3oc(=O)c(C)c(C)c13)CCC(C)(C)O2)C(=O)O,5,4%,-9,4%,30µM*,0,0.4,-1%,2%
Cc1cc(C)cc(N(CC(=O)Nc2ccccc2-c2ccccc2)S(=O)(=O)c2ccccc2)c1,2,13%,-2,4%,-9%,-1,0.4,-10%,1%
O=C(NCCCN1CCN(c2ccccc2F)CC1)C1CC(=O)N(C2CCCC2)C1 (centres undefined),-77*,-2%,-5,2%,1%,41*,-1.9,7%,-4%
CCC(=O)NC(=S)Nc1ccc(NC(=O)c2cc3ccccc3o2)c(OC)c1,12,2%,-1,33%[activator],-2%,7,-0.2,1%,-14%
CN(CC(=O)Nc1ccccc1Cl)C(=O)c1ccccc1SCC(=O)N1CCCC1,0,1%,-2,-14%,-5%,6,-0.8,-9%,-12%
O=C(CN1CCN(S(=O)(=O)c2ccc(Br)cc2)CC1)N/N=C/c1ccc(Br)s1,19,u,1,u,24µM*,2,-3.9,9%,-6%
Nc1nc(CSc2ncccn2)nc(Nc2ccccc2)n1,-15,3%,x,49%[activator],-5%,-3,-1.4,3%,-7%
COc1ccccc1-n1cc(-c2ccccc2)[nH]c1=S,13,-15%,4,u,u,3,0.0,11%,-7%
O=C(CSc1nc2ccccc2s1)Nc1cc(C(=O)O)cc(C(=O)O)c1,13,-9%,-13,7%,u,5,3.6,-6%,1%

One compound at a time (already shown). Values in the order: DRD3 antagonist, GLP1R cytotox, PI5P4K alpha inh, GLP1R inv ag, PLK1 PBD block, DRD3 agonist, IL2 activator, GLP-1R agonist, WRN helicase inh
Results for O=C(CSc1nc2ccccc2s1)Nc1cc(C(=O)O)cc(C(=O)O)c1 → 13, -9%, -13, 7%, u, 5, 3.6, -6%, 1%
Results for Nc1nc(CSc2ncccn2)nc(Nc2ccccc2)n1 → -15, 3%, x, 49%[activator], -5%, -3, -1.4, 3%, -7%

Other results.
smiles,DRD3 antagonist,GLP1R cytotox,PI5P4K alpha inh,GLP1R inv ag,PLK1 PBD block,DRD3 agonist,IL2 activator,GLP-1R agonist,WRN helicase inh
Cc1ccc(S(=O)(=O)NCCCn2ccnc2)cc1,13,-12%,7,18%,-4%,6,0.4,-9%,3%
CCCCOc1ccc(-c2nc(=S)[nH][nH]2)cc1,-22,-16%,x,0%,-27%,-6,1.3,-3%,9%
Cc1ccc(C)c(Oc2ncnc(N)c2[N+](=O)[O-])c1,2,6%,4,11%,-2%,2,4.7,3%,8%
Cc1cccc(NC(=O)c2nc[nH]c2C(=O)NC[C@H](C)O)c1,u,-2%,-4,18%,-4%,-1,-0.7,13%,7%
S=C(c1ccc(Cl)cc1)N1CCN(Cc2ccccc2)CC1,-69*,-3%,0,u,-16%,-24,-0.1,9%,0%
Cc1ccc(C(=O)N(CCC2=CCCCC2)c2c(N)n(Cc3ccccc3)c(=O)[nH]c2=O)o1,46,8%,1,-15%,-1%,1,2.7,-4%,-18%
Nc1cc([N+](=O)[O-])ccc1Nc1ccc(O)cc1,-55*,u,-57*,-9%,-29%,-6,-5.9,16%,-11%
O=C(O)CN1C2=NCCCN2c2ccccc21,-17,9%,9,13%,-11%,-2,5.5,1%,4%
CCOc1ccc(S(=O)(=O)N2CCN(C(=O)c3cccnc3)CC2)cc1,7,4%,-2,9%,0%,6,0.8,14%,8%
COC(=O)C[C@@H]1C=C[C@@H](NS(=O)(=O)c2ccccc2OC)[C@@H](CO)O1,-3,0%,0,14%,-3%,-1,-0.2,x,0%
CC(C)c1ccc(C2(O)C(=O)Nc3cc(Br)ccc32)c(O)c1 (centres undefined),-11,-11%,-8,u,27µM*,-10,-0.4,11%,-17%
Clc1ccc(SCCCCn2cncn2)cc1,15,18%,3,0%,-7%,0,1.0,1%,2%[57.1 µM]
